High-throughput results: PubChem BioAssay, several laboratories
MsrA inh = inhibits bovine methionine sulfoxide reductase A | AID 651718 | purified bovine MsrA, absorbance read-out | 0.75% of 360,000 active | inhibition, % at 15.5 µM; in the data active = inhibition above about 4.5%;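 note: 0% = vehicle wells with enzyme and 100% = reference inhibitor wells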
Rpn11 block = blocks the human proteasome subunit Rpn11. O00487. human 26S proteasome, Ub4-pepOG fluorescence polarization; 20S core pre-blocked with epoxomicin. calls only at 20 µM. 0.59% of 360,000 active;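 active = inhibition at 20 µM, scaled to each plate's controls, above about 33%, limit read from the data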
Target sequence (O00487 whole entry, looked up): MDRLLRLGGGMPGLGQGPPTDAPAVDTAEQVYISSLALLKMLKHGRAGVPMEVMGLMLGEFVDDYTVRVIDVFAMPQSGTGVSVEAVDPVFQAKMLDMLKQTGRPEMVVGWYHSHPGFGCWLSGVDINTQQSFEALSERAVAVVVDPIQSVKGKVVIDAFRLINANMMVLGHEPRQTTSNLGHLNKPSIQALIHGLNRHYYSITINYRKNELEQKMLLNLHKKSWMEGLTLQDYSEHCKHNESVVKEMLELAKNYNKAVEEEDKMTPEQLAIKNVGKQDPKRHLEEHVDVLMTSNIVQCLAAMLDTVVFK
STEP block = blocks human striatal-enriched tyrosine phosphatase. P54829. recombinant STEP, OMFP fluorogenic substrate, fluorescence. inhibition, % at 20 µM. 0.25% of 360,000 active. AID 588621;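 active = inhibition at 20 µM, scaled per plate between control wells, above about 37%, limit read from the data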;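 note: 0% = DMSO with enzyme and substrate and 100% = substrate only without enzyme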
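material = STEP tyrosine phosphatase | reagent = fluorogenic phosphatase substrate OMFP at 25 µM final | doses = single compound dose of 20 µM, 1% DMSO final | schedule = 20 min reaction, room temperature, in the dark | measured by = fluorescence, 480/540 nm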
CSN inh = CSN deneddylation inhibition; Q92905; Purified CSN, SCF-Nedd8-OG deneddylation, fluorescence polarization; inhibition, % at 12.5 µM; 0.38% of 360,000 active; AID 651999;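 active = pattern-corrected inhibition above about 35%, with an unprinted fluorescence ratio check between 0.5 and 1.5, limit read from the data, passing the limit was not always enough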;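 note: 0% = enzyme with substrate and 100% = substrate without enzyme; some results filed as inactive read as strong as hits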
Target sequence (Q92905 whole entry, looked up, one chain of several): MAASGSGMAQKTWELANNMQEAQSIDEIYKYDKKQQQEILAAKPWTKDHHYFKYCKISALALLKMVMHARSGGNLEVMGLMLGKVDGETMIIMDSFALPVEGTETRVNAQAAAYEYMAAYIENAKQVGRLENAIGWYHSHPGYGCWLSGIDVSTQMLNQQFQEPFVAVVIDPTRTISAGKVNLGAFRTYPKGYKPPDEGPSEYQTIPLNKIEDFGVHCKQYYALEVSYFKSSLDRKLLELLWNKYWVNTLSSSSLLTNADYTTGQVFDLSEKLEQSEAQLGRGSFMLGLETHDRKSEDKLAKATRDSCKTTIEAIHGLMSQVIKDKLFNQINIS
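assay system = purified human Csn5 enzyme expressed in HEK293T cells | amount = 0.24 nM enzyme | buffer or medium = Tris/NaCl/DTT buffer, pH 7.5 | reagent = 10 nM SCFSkp2-Nedd8OG | compound = one concentration, 12.5 µM, 0.25% DMSO | times = 90 min reaction at room temperature | signal = FP | read-out basis = % inhibition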
NadD block = NadD (S. aureus) enzyme inhibition. purified NadD enzyme, colorimetric absorbance read-out. inhibition, % at 20 µM. 0.78% of 360,000 active; in the data active = inhibition above about 26%; note: some compounds past the cut are filed as inactive
Tb MetRS inh = blocks T. brucei methionyl-tRNA synthetase activity; purified T. brucei MetRS, ATP depletion, Kinase-Glo luminescence; 0.4% of 360,000 active; inhibition, % at 11.9 µM;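 active = inhibition above a per-plate cutoff of the control wells' mean inhibition plus 3 SD, cut at about 5.5% in these data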;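 note: 0% = DMSO wells median and 100% = median of wells with control inhibitor compound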
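Material – parasite MetRS enzyme · Medium – HEPES-MgCl2-KCl buffer plus DTT, spermine, BSA, pyrophosphatase · Reagent – ATP, methionine and E. coli bulk tRNA substrates · Times – 15 min enzyme-compound preincubation, 2 h reaction, 10 min detection, 25 °C · Measured by – luminescence of leftover ATP · Evaluation – percent inhibition relative to median high and low control wells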
DNMT1 block = DNMT1 (human) enzyme inhibition | 0.83% of 360,000 active | DNMT1 molecular beacon, Hinp1I cleavage, fluorescence | P26358 | inhibition (reported as % activation of signal), % at 10 µM; in the data active = inhibition above about 50%
SUMO1-SIM PPI = modulators of human SUMO1-mediated protein-protein interactions. P63165. SUMO1 binding to a labelled peptide, TR-FRET, 1 h. inhibition, % at 20 µM. 0.33% of 360,000 active; in the data active = inhibition above about 37%
Target sequence (P63165 whole entry, looked up): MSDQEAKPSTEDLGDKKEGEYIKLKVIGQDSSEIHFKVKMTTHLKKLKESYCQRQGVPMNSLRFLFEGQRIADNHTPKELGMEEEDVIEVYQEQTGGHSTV
LMPTP block = LMPTP (human) inhibition | inhibition, % at 20 µM | P24666 | 0.22% of 360,000 active | AID 651560 | recombinant LMPTP-A, OMFP fluorogenic substrate, fluorescence intensity;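 active = compounds that cut the enzyme signal by at least half of the control window in the single-dose screen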;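 note: plate controls were DMSO wells with enzyme plus substrate for no effect and substrate without enzyme for full effect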
Target sequence (P24666 whole entry, looked up): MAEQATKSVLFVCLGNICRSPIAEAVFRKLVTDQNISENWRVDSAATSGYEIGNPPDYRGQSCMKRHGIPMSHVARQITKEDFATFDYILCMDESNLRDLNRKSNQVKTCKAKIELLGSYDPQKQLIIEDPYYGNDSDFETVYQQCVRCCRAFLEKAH
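Test system – LMPTP-A phosphatase enzyme · Quantity – 0.625 nM LMPTP-A final · Reagent – OMFP substrate, 400 µM final · Dosing – one test concentration per compound, 20 µM, with 3% DMSO overall · Timing – 50 min enzyme reaction at room temperature, protected from light · Detection – fluorescence intensity · Controls – substrate-only low control, DMSO enzyme-plus-substrate high control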
Scp1 inh = inhibitors of human Scp-1 phosphatase; Recombinant Scp1, phosphopeptide, malachite green phosphate absorbance; inhibition, % at 20 µM; 0.88% of 340,000 active;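 active = inhibition above about 50% at 20 µM, limit read from the data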;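 note: plate controls were DMSO wells with enzyme for no effect and wells lacking enzyme for full effect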
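Incubation: 45 min enzyme reaction at room temperature / System: truncated SCP-1 phosphatase (76-261aa) / Reagent: Phospho 17-mer peptide substrate / Buffer or medium: Acidic Tris acetate buffer with magnesium and detergent / Signal: absorbance at 630 nm / Doses: one concentration, 20 µM, with 1.0% DMSO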
The depositor's hits bear a star; i = inactive; nt = no result given.

Start of the data: the first four entries, ahead of the listing:
SMILES | MsrA inh | Rpn11 block | STEP block | CSN inh | NadD block | Tb MetRS inh | DNMT1 block | SUMO1-SIM PPI | LMPTP block | Scp1 inh
COC(=O)c1ccc(COC(=O)c2cccnc2Cl)cc1 | -1.9 | i | -1 | 0 | -7 | -0.7 | -1 | -1 | -0.4 | -4
COc1ccc(N(CC(=O)NCc2cccnc2)S(=O)(=O)c2ccccc2)c(OC)c1 | 0.1 | i | -1 | 0 | 2 | 0.0 | -1 | 4 | -0.5 | -4
O=C(Nc1cccc(OC(=O)c2ccc(Br)o2)c1)c1ccccc1 | -1.3 | i | 0 | 3 | -11 | -0.7 | -1 | -2 | 0.7 | -11
Cc1ccccc1Nc1ncc(C#N)c(N)n1 | -1.2 | i | 1 | -5 | -1 | -0.7 | -1 | 2 | -0.5 | -7

Results, from the start:
SMILES | MsrA inh | Rpn11 block | STEP block | CSN inh | NadD block | Tb MetRS inh | DNMT1 block | SUMO1-SIM PPI | LMPTP block | Scp1 inh
COC(=O)c1ccc(COC(=O)c2cccnc2Cl)cc1 | -1.9 | i | -1 | 0 | -7 | -0.7 | -1 | -1 | -0.4 | -4
COc1ccc(N(CC(=O)NCc2cccnc2)S(=O)(=O)c2ccccc2)c(OC)c1 | 0.1 | i | -1 | 0 | 2 | 0.0 | -1 | 4 | -0.5 | -4
O=C(Nc1cccc(OC(=O)c2ccc(Br)o2)c1)c1ccccc1 | -1.3 | i | 0 | 3 | -11 | -0.7 | -1 | -2 | 0.7 | -11
Cc1ccccc1Nc1ncc(C#N)c(N)n1 | -1.2 | i | 1 | -5 | -1 | -0.7 | -1 | 2 | -0.5 | -7
S=c1[nH]nc(C2CCCCC2)n1/N=C/c1ccccc1Cl | 15* | i | 13 | 5 | -4 | -0.3 | 2 | 1 | 3.4 | -12
CCOC(=O)c1nn(-c2cccc(C)c2)c2nnc(Cc3ccc(C)cc3)c(=O)n12 | 0.4 | i | 0 | 1 | -8 | -0.5 | 0 | 1 | 1.6 | -14
CCc1cc(-c2n[nH]c(C)c2-c2nc(C)cs2)c(O)cc1OC | 0.6 | i | -1 | -10 | -1 | -0.5 | -2 | 2 | 0.2 | -7
COC(=O)C1=CN(c2ccc3c(c2)OCO3)C(N)=C(C#N)C1c1cccc(F)c1 (configuration not stated) | 2.0 | nt | nt | 1 | nt | 0.2 | nt | -5 | 0.6 | nt
COC(=O)c1ccc(NC(=O)CSc2nc(N)c(NC(=O)c3ccc(Br)o3)c(=O)[nH]2)cc1 | 0.2 | i | 0 | 3 | -4 | -0.5 | 0 | 15 | -2.6 | 7
COc1ccc(NC(=O)COC(=O)Cc2ccc(Br)cc2)cc1 | 0.6 | i | -2 | 1 | 2 | 1.5 | -4 | -1 | 0.5 | -3
C(=N\n1cnnc1)/c1cccnc1 | 0.7 | i | 1 | 0 | -3 | -1.0 | 9 | -4 | -2.0 | -5
COc1ccc(CCN=c2c([N+](=O)[O-])nn(-c3cccc(C)c3)n2O)cc1OC | 0.7 | i | 2 | 1 | -7 | 0.0 | 0 | -43 | -0.1 | -16
CCN(CC)C(=O)C(=O)c1cccn1-c1ccc(C#N)cc1 | -1.2 | i | -2 | 7 | -3 | -0.2 | -1 | -3 | -0.2 | 1
Cc1noc(C)c1COc1ccccc1C(=O)NC(C)CCc1ccccc1 (configuration not stated) | -0.5 | i | 0 | -3 | -5 | -0.4 | 3 | -2 | 0.9 | -3
CCOc1cc(C2NC(=O)NC(C)=C2C(=O)NCc2ccccc2)c(Cl)cc1O (configuration not stated) | -0.1 | i | -2 | -3 | -4 | 0.0 | 2 | 1 | -1.8 | 0
COC(=O)c1cc(OC)c(OCc2cc(C(=O)OC)oc2C)c(OC)c1 | 0.7 | i | 2 | -5 | -8 | 0.2 | 1 | -1 | -1.2 | -4
c1ccc(CSc2nnc3c(n2)OC(c2ccco2)Nc2ccccc2-3)cc1 (configuration not stated) | nt | i | 2 | 12 | 28 | -1.5 | 4 | 4 | 0.7 | -2
Oc1ccccc1C=NCCN1CCN(CCN=Cc2ccccc2O)C1c1ccccc1O (configuration not stated) | 1.0 | i | -2 | 5 | -3 | 0.2 | -4 | -82 | -11 | -10
CCCNC(=O)C1(C)CCCN(C(=O)c2ccccc2OC(F)(F)F)C1 (configuration not stated) | 0.4 | i | 1 | 4 | 1 | 0.1 | 2 | -6 | -0.8 | nt
Cc1ccc2ccccc2c1C(O)c1ncc(-c2ccc(Cl)cc2)[nH]1 (configuration not stated) | 0.3 | i | 1 | 0 | 9 | 0.0 | -6 | -2 | -0.9 | nt
O=C(OC1CCN(c2ncc(C(F)(F)F)cc2Cl)CC1)c1ccc(Cl)cc1 | 0.9 | i | -1 | -1 | 0 | -0.4 | 11 | -4 | 2.7 | -22
CN(C)N=Nc1ccc(S(=O)(=O)NC(Cc2ccccc2)C(=O)O)cc1 (configuration not stated) | 3.1 | i | -4 | 3 | 4 | -0.3 | 2 | -2 | 0.6 | -5
CCOC(=O)C1=C(C)NC2=C(C(=O)c3ccccc32)C1c1ccc(O)cc1 (configuration not stated) | -0.1 | i | 0 | 1 | -3 | 0.6 | -6 | -24 | 4.3 | -9
Cc1sc(N)nc1C12CC3CC(CC(C3)C1)C2 | 1.5 | i | 1 | -1 | -7 | 0.5 | 0 | 1 | 2.1 | -3
C#CCOCCOCCOCCNc1nc(N2CCN(C(=O)[C@H](CCCCN)n3cc(CCCC)nn3)CC2)nc(N2CCN(C(=O)[C@H](Cc3ccc(O)cc3)n3cc(CCO)nn3)CC2)n1 | nt | i | 3 | 30 | 22 | -0.4 | -45 | -42 | -5.7 | 8
CN(CC(=O)Nc1cccc(F)c1)C(=O)c1cn2ccccc2n1 | -0.8 | i | 0 | 4 | -1 | -0.5 | -2 | -3 | -1.0 | 10
COC(=O)C(Cc1c[nH]c2ccccc12)NC(=O)c1cc(-c2ccc(OC)c(OC)c2)oc1C (configuration not stated) | 0.9 | i | 5 | 4 | -3 | -0.4 | -18 | 1 | 0.7 | -17
Cc1ccc(C(=O)CN2C(=O)C(C)Oc3ccccc32)cc1 (configuration not stated) | -1.6 | i | -3 | -3 | -10 | -0.2 | 1 | 10 | 1.1 | -5
COC(=O)C1=C(C)N(c2ccc(F)cc2)C(=O)C1 | 0.2 | i | -2 | -1 | -2 | -0.1 | -1 | 0 | -1.7 | -1
COc1ccc(N2CCN(Cc3csc(C)c3-c3ccc(C)cc3)CC2)cc1 | 0.8 | i | 1 | -3 | -7 | -1.2 | -4 | -1 | 0.5 | -6
CCN(CC)C(=O)COc1coc(CN2CCN(c3cccc(Cl)c3)CC2)cc1=O | -0.3 | i | 1 | 0 | -1 | 0.6 | 1 | -2 | -1.1 | -6
Cc1ccc(NC(=O)CNCc2ccccc2)c(Br)c1 | -0.4 | i | -1 | 5 | -6 | -0.8 | 5 | -1 | 0.8 | -8
CC(C)Oc1ccc(F)cc1-c1cc(C(=O)Nc2ccc(C(C)(C)C)cc2)[nH]n1 | 1.3 | i | 0 | 0 | 9 | -0.1 | 4 | 0 | -8.6 | nt
CC(=O)Nc1ccc(C(=O)N2CCCCC2c2cc(C(=O)Nc3cccc(C#N)c3)no2)cc1 (configuration not stated) | 2.1 | i | -2 | 1 | 3 | -0.3 | 0 | 5 | 0.2 | nt
O=S(=O)(Nc1cccc2ccccc12)N1CCCC1 | -0.9 | i | 2 | 2 | -3 | 0.1 | -1 | -4 | 0.8 | 2
Cc1cc(C(=O)NCc2cc(C(=O)O)oc2C)c(C)o1 | -1.1 | i | 2 | 0 | 1 | -0.8 | 2 | 1 | -0.1 | 9
CC[C@@H](C)[C@H](NC(=O)Cc1c(C)c2c(cc(C)c3c(C)c(C)oc32)oc1=O)C(=O)O | 2.9 | i | 0 | -1 | 9 | -0.5 | 2 | 4 | 0.0 | -9
O=C(COC(=O)C1CC2C=CC1C2)Nc1c(Br)cc([N+](=O)[O-])cc1Br (configuration not stated) | -0.2 | i | -3 | 5 | 3 | -0.1 | -2 | -28 | 0.8 | -3
CSc1cccc(NC(=S)NN(C)C)c1 | -0.8 | i | -1 | -1 | 5 | -0.3 | 3 | 4 | -1.2 | -7
COc1ccc(CCNC(=O)CN2c3cccc4cccc(c34)S2(=O)=O)cc1OC | 0.2 | i | 0 | -5 | -3 | 1.0 | -1 | -14 | 0.9 | -6
O=C(c1cc(C2CC2)nn1-c1ccccc1)N1CCN(S(=O)(=O)c2ccccc2F)CC1 | 0.1 | i | 5 | -1 | -5 | -0.3 | -1 | 3 | -2.1 | nt
CCOc1ccccc1CNC(=O)Cn1ccc2cc(S(=O)(=O)N3CCCC3)ccc21 | 1.1 | i | 0 | 0 | -2 | 0.2 | -3 | -4 | -0.7 | -12
CCOc1ccc(/C=C(\C#N)C(=O)NC2CC2)c(OCC)c1 | 3.7 | i | 2 | 4 | -10 | -0.6 | -1 | -33 | -0.4 | -4
Cc1noc(N)c1C(=O)Nc1ccc(F)c(Cl)c1 | -0.7 | i | -1 | 3 | -3 | -0.1 | -1 | 0 | 2.0 | -7
Cc1cc(C(=O)NNC(=O)Cc2ccc(Cl)c(Cl)c2)c(C)o1 | 1.8 | i | 1 | 0 | 2 | -0.4 | 0 | 4 | 0.1 | -6
O=S(=O)(Nc1ccc(Br)cn1)c1ccc2ccccc2c1 | -0.7 | i | -4 | -4 | -5 | -0.3 | 2 | 5 | -0.1 | -1
N#CC1=C(S)N(c2ccc(F)cc2)C(c2cccs2)NC1=O (configuration not stated) | 2.2 | i | 2 | 2 | 2 | -0.4 | 6 | -1 | -2.1 | -1
Fc1c(F)c(F)c(N=Cc2ccc3ncccc3c2)c(F)c1F | 0.8 | i | -4 | 2 | 6 | -0.3 | 4 | -1 | -0.9 | -4
CC12CCC(=O)N1C(C(=O)N1CCN(S(=O)(=O)c3cccc(C(F)(F)F)c3)CC1)CS2 (configuration not stated) | -0.2 | i | -2 | 0 | -3 | -0.5 | 0 | -4 | 0.1 | -3
CCC(C)Nc1nc(-c2ccc3c(c2)NC(=O)CO3)cs1 (configuration not stated) | 0.3 | i | -2 | 5 | 1 | 0.6 | -6 | 0 | 48* | 7
O=C(NC1CCCC1)C(c1ccncc1)N(C(=O)Cn1nnc(-c2ccccc2F)n1)c1cccc(F)c1 (configuration not stated) | 0.7 | i | -1 | 3 | -5 | -0.9 | 46 | 0 | -2.0 | -1
